MEKK3 PB1 HTS: modulators (inhibitors or enhancers) of MEK5 binding to human MEKK3 PB1 domain; Q99759; bead-based flow cytometry, Alexa488-MEK5 binding to MEKK3; actives lie on both sides; 0 = blocked by unlabeled MEK5, 100 = vehicle; binding response (% of control), % at 10 µM; actives 1.4% (n = 290,000); AID 1529;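 active = binding response more than 3 SD above or below the average of its plate-row segment, actives on both sides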;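 note: Alexa488 bead fluorescence after subtracting the streptavidin-only scavenger bead signal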
Target sequence (Q99759 whole entry, looked up, the tested form may be a part): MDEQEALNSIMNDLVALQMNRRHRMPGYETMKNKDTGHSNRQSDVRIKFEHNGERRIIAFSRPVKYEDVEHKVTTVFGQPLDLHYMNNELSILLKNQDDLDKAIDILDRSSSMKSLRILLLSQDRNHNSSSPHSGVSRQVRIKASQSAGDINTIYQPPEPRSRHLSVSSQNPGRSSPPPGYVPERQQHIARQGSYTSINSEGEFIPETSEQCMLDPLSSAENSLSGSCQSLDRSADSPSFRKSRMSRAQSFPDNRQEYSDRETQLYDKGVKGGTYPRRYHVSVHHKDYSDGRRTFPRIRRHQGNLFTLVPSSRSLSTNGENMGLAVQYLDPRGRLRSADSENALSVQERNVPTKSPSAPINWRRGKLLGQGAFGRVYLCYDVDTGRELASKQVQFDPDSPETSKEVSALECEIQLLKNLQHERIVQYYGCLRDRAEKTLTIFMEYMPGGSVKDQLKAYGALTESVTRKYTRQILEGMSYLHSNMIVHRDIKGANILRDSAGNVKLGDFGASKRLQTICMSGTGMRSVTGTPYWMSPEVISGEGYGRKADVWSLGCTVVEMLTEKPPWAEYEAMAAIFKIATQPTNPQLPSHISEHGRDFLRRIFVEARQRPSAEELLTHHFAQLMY
MEKK2wt PB1 HTS: raises or lowers MEK5 binding to wildtype human MEKK2 PB1 domain; bead flow cytometry, Alexa488-MEK5 binding to MEKK2 WT; actives lie on both sides; binding response (% of control), % at 10 µM; actives 1.1% (n = 290,000); Q9Y2U5; in the data active = binding response below about 67% or above about 130%
MEKK2mut PB1 HTS: signal of MEK5 binding to mutant human MEKK2 PB1 domain; bead flow cytometry, Alexa488-MEK5 binding to MEKK2 mutant; percent response, % at 10 µM; actives 0.35% (n = 290,000); AID 1530; in the data active = percent response above about 24%, passing the limit was not always enough; note: inactives centre near 1; some results filed as inactive read as strong as hits
CRFR2-BP antag: antagonists of CRF-binding protein/CRF-R2 receptor complex; actives 0.59% (n = 350,000); inhibition, % at 11.8 µM; AID 588475; HEK293 CRF-R2/CRF-BP, CRF-induced calcium fluorescence;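 active = inhibition of the ligand-induced calcium signal above about 50% at the single tested concentration, limit read from the data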
DNA FID counter: displaces DNA intercalator in HCV helicase counter-screen; DNA fluorescent intercalator displacement, fluorescence; actives 0.17% (n = 290,000); inhibition, % at 7.9 µM; in the data active = inhibition above about 37%;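 note: 0% = vehicle and 100% = reference compound; higher means more ethidium bromide displaced from hairpin DNA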
UBC9 SUMO inh: inhibitors of human SUMOylation (UBC9); P63279; HTRF SUMOylation assay, SAE1/SAE2 + UBC9, in vitro; inhibition, % at 35 µM; actives 0.36% (n = 290,000); AID 2006; in the data active = inhibition above about 50%, passing the limit was not always enough; note: strong numbers were not always called active
Target sequence (P63279 whole entry, looked up): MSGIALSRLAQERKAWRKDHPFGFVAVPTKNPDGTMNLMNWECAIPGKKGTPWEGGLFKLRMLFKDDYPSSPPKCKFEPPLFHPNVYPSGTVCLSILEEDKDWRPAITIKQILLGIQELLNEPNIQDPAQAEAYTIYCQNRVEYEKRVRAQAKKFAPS
HCV NS3 hel inh: inhibitors of Hepatitis C virus NS3 helicase; NS3 helicase DNA unwinding, Cy5 molecular beacon fluorescence; inhibition, % at 10.9 µM; actives 0.56% (n = 290,000); AID 1800;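 active = inhibition above the mean of all tested compounds plus 3 SD, set per campaign, cut at about 35% in these data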;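 note: 0% = DMSO wells and 100% = thioflavine S control wells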
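test system = hepatitis C virus NS3 helicase domain fragment enzyme | reagent = annealed dual-labelled DNA beacon duplex, ATP-started | times = 1 h at 25 °C | detection = Cy5 fluorescence, 0 and 60 min reads | read-out basis = percent inhibition from t60/t0 fluorescence ratio | control set = DMSO and thioflavine S | replication = one well per compound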
GalR3 antag: blocks the human galanin receptor 3 | O60755 | HEK293 GalR3-CNG cAMP membrane potential fluorescence; galR3 body fused to GalR1 C-terminus | inhibition, % at 3 µM | actives 0.44% (n = 360,000) | AID 651719;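 active = inhibition above the screen-wide average plus 3 SD, cut at about 13% in these data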;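 note: forskolin and galanin both at EC90 stimulate the cells; cAMP rise reported by CNG channel membrane potential dye signal; 0% = forskolin plus galanin with DMSO and 100% = forskolin alone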
Target sequence (O60755 1-299 limits assumed): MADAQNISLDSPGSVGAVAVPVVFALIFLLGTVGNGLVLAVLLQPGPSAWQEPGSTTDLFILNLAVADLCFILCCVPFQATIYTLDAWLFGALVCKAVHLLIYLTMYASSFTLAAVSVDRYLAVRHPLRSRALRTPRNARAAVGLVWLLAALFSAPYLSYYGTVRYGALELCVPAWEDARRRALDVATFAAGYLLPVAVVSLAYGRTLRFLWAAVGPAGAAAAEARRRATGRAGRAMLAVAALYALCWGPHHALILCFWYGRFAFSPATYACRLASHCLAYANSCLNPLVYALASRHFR
CRFBP-R2 agonist: agonists of human CRF-binding protein/CRF-R2 receptor complex; actives 0.46% (n = 350,000); HEK293 CRF-R2/CRF-BP, calcium dye fluorescence (FLIPR); percent of saturating CRF peptide response; activation, % at 13.2 µM;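 active = activation of at least 50%, plus an integration ratio under a set limit after plate pattern correction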;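 note: plate controls were neutral control wells without compound for no effect and CRF at EC100 for full effect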
* = called active by the depositor; . = not tested or not shown.

SMILES | MEKK3 PB1 HTS | MEKK2wt PB1 HTS | MEKK2mut PB1 HTS | CRFR2-BP antag | DNA FID counter | UBC9 SUMO inh | HCV NS3 hel inh | GalR3 antag | CRFBP-R2 agonist
COC(C(=O)Nc1ccc(C(N)=O)cc1)c1ccccc1 (stereo not drawn) | 96 | 99 | -4 | -8 | 1 | 0 | -13 | -3 | 32
Cc1ccc(C(C(=O)NCc2ccco2)N(C(=O)CNC(=O)c2cccs2)c2c(C)cc(C)cc2C)cc1 (stereo not drawn) | 104 | 100 | 3 | 0 | -4 | 18 | 0 | -8 | 1.6
Cc1ccc(S(=O)(=O)N2CCN(C(=O)CCC(=O)NCCc3ccc(F)cc3)CC2)cc1 | 95 | 99 | -4 | -6 | -37 | 0 | 3 | -3 | -0.1
O=C(COC(=O)CNC(=O)c1ccccc1)Nc1cccc(Br)c1 | 98 | 94 | 8 | 13 | 0 | -11 | -5 | -10 | -0.7
CCCCC(C(=O)NC1CCCC1)N(C(=O)c1snc(C(N)=O)c1N)c1ccc(F)cc1 (stereo not drawn) | 101 | 93 | 4 | -24 | -14 | 6 | 0 | -4 | -0.8
Fc1ccccc1Oc1nc(-c2ccncc2)nc2ccccc12 | 98 | 97 | -6 | -38 | -11 | 21 | -8 | -5 | -0.2
CCOc1cc(CNc2ccc(O)cc2)cc(Br)c1OCc1ccccc1F | 99 | 102 | -3 | 0 | -4 | 46 | 15 | . | 1.1
O=C(CN1CCN(Cc2ccccc2)CC1)NC(=O)NCc1ccco1 | 107 | 115 | 9 | 17 | 7 | -2 | 2 | -2 | -1.2
C#Cc1ccc([C@@H]2C=C(C(=O)NCc3ccccc3)O[C@H](OCCCCO)C2)cc1 | 99 | 102 | 1 | 3 | . | . | . | -5 | 2.0
CCn1c(=O)n(CC)c2cc(S(=O)(=O)Nc3c(C)cccc3C)ccc21 | 106 | 105 | 11 | -3 | -21 | 19 | -5 | 0 | -1.6
CC(=O)Nc1ccccc1S(=O)(=O)CC1CC1(Cl)Cl (stereo not drawn) | 100 | 102 | -1 | 0 | -3 | 8 | 0 | -4 | 0.6
COc1ccc(CN(C)C(=O)c2cc(S(=O)(=O)Nc3ccccc3F)ccc2C)c(OC)c1 | 101 | 101 | -4 | -9 | -44 | -26 | 9 | -1 | -0.7
COc1ccc(S(=O)(=O)N(C)c2ccccc2)c2cccnc12 | 99 | 101 | 10 | -11 | -15 | 13 | 17 | -8 | 0.2
CCOC(=O)C1CCCN(S(=O)(=O)c2ccc3c(c2)CC(C)N3C(=O)C2CC2)C1 (stereo not drawn) | 99 | 98 | -1 | 21 | -51 | 0 | 0 | -4 | -0.9
CCOC(=O)Cc1ccc2sc(-c3ccccc3)nc2c1 | 100 | 98 | -1 | 0 | -17 | -21 | 3 | -5 | -1.6
CC1CCCCC1NCC(=O)NCc1ccc(F)cc1 (stereo not drawn) | 97 | 92 | -8 | -13 | 18 | 6 | -2 | 1 | -2.5
COc1ccc(C(=O)Nc2ccc(S(=O)(=O)Nc3onc(C)c3C)cc2)c(OC)c1 | 112 | 102 | -2 | -7 | -42 | -8 | 16 | -1 | 13
CS(=O)(=O)N(Cc1ccc(C(=O)Nc2ccccc2Sc2ccccc2)cc1)c1ccccc1 | 104 | 104 | 2 | -9 | -7 | 19 | -11 | -5 | 5.2
COc1ccc(OC)c(-c2nnc(NC(=O)C(C)Sc3nncn3C)s2)c1 (stereo not drawn) | 99 | 107 | -1 | -19 | -26 | 16 | -7 | . | -5.2
COc1ccc(OC)c(N=C(C)C2=C(O)COC2=O)c1 | 97 | 100 | 1 | -1 | 2 | -3 | 22 | -2 | 1.2

Entries of single compounds as entered above. Values in the order: MEKK3 PB1 HTS | MEKK2wt PB1 HTS | MEKK2mut PB1 HTS | CRFR2-BP antag | DNA FID counter | UBC9 SUMO inh | HCV NS3 hel inh | GalR3 antag | CRFBP-R2 agonist
COc1ccc(C(=O)Nc2ccc(S(=O)(=O)Nc3onc(C)c3C)cc2)c(OC)c1 as listed: 112 | 102 | -2 | -7 | -42 | -8 | 16 | -1 | 13
CS(=O)(=O)N(Cc1ccc(C(=O)Nc2ccccc2Sc2ccccc2)cc1)c1ccccc1 as listed: 104 | 104 | 2 | -9 | -7 | 19 | -11 | -5 | 5.2
CCOC(=O)C1CCCN(S(=O)(=O)c2ccc3c(c2)CC(C)N3C(=O)C2CC2)C1 (stereo not drawn) as listed: 99 | 98 | -1 | 21 | -51 | 0 | 0 | -4 | -0.9

More entries:
SMILES | MEKK3 PB1 HTS | MEKK2wt PB1 HTS | MEKK2mut PB1 HTS | CRFR2-BP antag | DNA FID counter | UBC9 SUMO inh | HCV NS3 hel inh | GalR3 antag | CRFBP-R2 agonist
O=C(O)/C(=C\c1ccccc1OC(F)F)Sc1nnc(-c2ccc(F)cc2)o1 | 88 | 93 | -1 | -12 | -7 | 2 | -3 | -1 | -3.9
CN(Cc1cc(=O)[nH]c2ccccc12)C(=O)c1ccccc1 | . | . | . | -38 | -6 | 14 | 1 | -6 | 5.1
COc1ccc(-c2c(C#N)c(N)nc3c2c(=O)n(C)c(=O)n3C)cc1Cl | 105 | 108 | 5 | -3 | -3 | . | 0 | -1 | -0.4
CC(=O)N1N=C(c2ccc(C)o2)CC1c1ccc(F)cc1 (stereo not drawn) | 116 | 95 | -1 | 5 | -13 | 13 | 8 | -2 | 0.9
COc1ccc(CNc2nc3ccccc3n2C(C)C)cc1 | 100 | 111 | 3 | 0 | 7 | -3 | 1 | -5 | -2.6
CN(CCC#N)C(=O)COC(=O)c1ccc(Cl)c(S(N)(=O)=O)c1 | 98 | 98 | -2 | -9 | 7 | 4 | 7 | -5 | 0.7
Cc1ccc(Cn2nc(C)c(/C=N/NC(=O)c3cccnc3)c2C)cc1 | 98 | 97 | 0 | -2 | -23 | 8 | 2 | -3 | -1.5
O=C(CNC(=O)[C@@H]1Cc2ccccc2CN1)Nc1ccc2c(c1)OCO2 | 97 | 92 | -1 | 6 | 3 | 20 | -6 | 5 | 0.3
COc1ccc(CN2CCN(Cc3c[nH]c4ccccc34)CC2CCO)c(F)c1 (stereo not drawn) | 111 | 129 | 22 | -7 | 11 | 0 | -19 | -10 | 0.6
CN(C)C(CNC(=O)c1cc(S(=O)(=O)N(C)c2ccccc2)ccc1Cl)c1cccs1 (stereo not drawn) | 97 | 91 | -10 | 3 | 4 | 0 | -7 | -4 | -1.0
O=C1C=C(c2ccccc2)CCC1 | 99 | 102 | -5 | 2 | -7 | -3 | -6 | -1 | -1.1
COc1ccccc1N1CCN(S(=O)(=O)CCNC(=O)c2cc(OC)c(OC)c(OC)c2)CC1 | 102 | 103 | 3 | -1 | -53 | -4 | 0 | 0 | -0.3
CCOC(=O)c1cc(NC(=O)c2ccc(Cl)cc2)c(=O)oc1-c1ccccc1 | 103 | 98 | 2 | 6 | -2 | 7 | -2 | -5 | -1.2
O=C(Nc1ccccc1C(=O)N1CCCCCC1)c1cccc(S(=O)(=O)N2CCOCC2)c1 | 103 | 103 | 8 | -54 | -24 | -8 | 10 | -3 | -0.1
CCOP(=O)(OCC)C(Nc1ccc(F)cc1)c1ccccc1 (stereo not drawn) | 97 | 95 | -5 | -2 | -25 | 16 | -1 | 3 | -0.8
COc1ccc(CCNS(=O)(=O)c2ccccc2[N+](=O)[O-])cc1OC | 94 | 110 | 11 | -9 | -2 | 12 | 5 | -7 | -0.8
O=C(NCCc1nccs1)C1CCC(=O)N(Cc2cccc(C(F)(F)F)c2)C1 (stereo not drawn) | 100 | 109 | 3 | -10 | -15 | 4 | 2 | -1 | -0.1
COc1ccc(C(=O)Nc2ccc(/C(C)=N/NC(=O)c3ccncc3)cc2)cc1 | 101 | 101 | 3 | . | -17 | 8 | 7 | -2 | .
Cc1ccc(S[C@@H](CCN2CC[C@H](O)CCC2=O)c2ccccc2)cc1 | 96 | 90 | -5 | 2 | -44 | 5 | 4 | -5 | 0.1
O=C(NCc1ccco1)C1CC(=O)N(c2ccc(O)cc2)C1 (stereo not drawn) | 101 | 105 | 2 | 1 | -6 | 27 | -1 | -4 | 2.0
COc1cccc(CNC(=O)CCC(=O)N2CCSc3ccccc32)c1OC | 96 | 96 | -5 | 10 | -33 | -10 | 20 | . | 5.3
CCOc1ccc2oc(=O)cc(CN3CCOCC3)c2c1 | 106 | 109 | 12 | -13 | -10 | 18 | 5 | -11 | -1.5
COc1ccc(OC)c(NC(=O)c2ccc(NS(C)(=O)=O)cc2)c1 | 97 | 98 | 2 | -10 | -2 | 10 | -7 | -6 | 0.7
COc1ccc(/C=C/C(=O)c2cc(F)ccc2OC(=O)c2ccc(OC)c(OC)c2)cc1OC | 96 | 94 | -1 | -4 | -32 | -6 | -24 | -10 | 2.3
O=C(O)CC/C(=N/NC(=O)c1ccc(-c2ccccc2)cc1)c1ccccc1 | 100 | 99 | 0 | -12 | -15 | 2 | 6 | 7 | -0.3
COc1cc(C=O)ccc1OC(=O)c1cccnc1 | 104 | 102 | 5 | 3 | 0 | -2 | -9 | -9 | 0.4
Cc1ccnc(NC(=O)CCCOc2ccc(Cl)cc2C)c1 | 102 | 112 | 8 | . | -3 | -23 | 3 | -12 | .
Cc1ccc(NC(=O)CCCn2nc(C)c3c(C)n(-c4ccccc4)nc3c2=O)c(Cl)c1 | 99 | 97 | -3 | -15 | -9 | 11 | 4 | -7 | -1.1
Cc1cc(C)c(-n2nnnc2SC(C)C)c(C)c1 | 89 | 93 | -2 | -5 | -4 | -8 | -9 | -5 | 2.2
O=C(CSc1ccc2nnc(-c3ccccn3)n2n1)Nc1ccccc1C(F)(F)F | 96 | 97 | 0 | 40 | -10 | 18 | 15 | -4 | -4.8
CC(C)Sc1nc2c(c(=O)n1-c1ccc(F)cc1)SCC2 | 101 | 93 | -5 | -3 | -13 | -8 | -3 | 1 | 0.4
COc1cccc(/C=C2\CCC(C3CCCC3)C2=O)c1OC (stereo not drawn) | 97 | 100 | 0 | -12 | -33 | 13 | -2 | -3 | 3.8
CC[N+]1=CN(c2ccccc2)C(C)=CC1(C)C | 95 | 95 | -1 | -9 | 2 | -13 | 2 | 0 | 1.3
Cc1ccc(OC(=O)c2cccc(C(=O)Oc3ccc(C)cc3)n2)cc1 | 101 | 98 | 3 | 1 | 4 | -9 | 2 | -3 | 6.3
COc1ccc(C)cc1Nc1n[n+](-c2ccccc2)c(-c2ccc(N(C)C)cc2)s1 | 105 | 142* | 46* | -3 | -13 | 15 | -105 | -3 | 4.9
CC(C)c1cccc(C(C)C)c1NC(=O)COC(=O)[C@H](C)NC(N)=O | 108 | 103 | -3 | -3 | -2 | 3 | 0 | -4 | -1.2
CCc1ccc(C(=O)COC(=O)C(Cc2ccccc2)NC(=O)C2CCC(C)CC2)cc1 (stereo not drawn) | 98 | 101 | 2 | -2 | -3 | -10 | 1 | -3 | 0.5
Cc1[nH]n(-c2ccccc2)c(=O)c1C(=O)c1cccc(F)c1 | 101 | 101 | -2 | 0 | 2 | -6 | -5 | -7 | -1.2
COc1ccc(OC)c(C(=O)Cn2c3[n+](c4ccc(C(F)(F)F)cc42)CCCCC3)c1 | 105 | 110 | 12 | -3 | 16 | -7 | -32 | -2 | 1.1
CCOC(=O)c1cc(NC(=O)c2ccc(Cl)cc2)c(=O)n2c1oc1ccc(Cl)cc12 | 94 | 91 | -2 | 12 | -5 | 3 | 1 | -1 | 0.6
NS(=O)(=O)c1ccc(NC(=O)c2cc(-c3ccccc3O)n[nH]2)cc1 | 103 | 98 | 0 | 5 | -2 | -4 | 0 | -6 | -0.4

Screening results deposited in PubChem by several laboratories.

Only part of the results is shown, so the mix of outcomes need not match the whole.
